HTR5A inv ag = counter-screen for OPRM1-OPRD1 inverse agonists: human HTR5A inverse agonism | P47898 | HTR5A cell line, luminescence | inhibition, % at 9.3 µM | hit rate 0.083% among 340,000 | AID 504634; in the data active = inhibition mostly above about 23%, no sharp cut-off; inactive = mostly below about 18%;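 also: 0% = cells with DMSO and 100% = no-cell wells with DMSO; some compounds called inactive have numbers as strong as hits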
Target sequence (P47898 whole entry, looked up): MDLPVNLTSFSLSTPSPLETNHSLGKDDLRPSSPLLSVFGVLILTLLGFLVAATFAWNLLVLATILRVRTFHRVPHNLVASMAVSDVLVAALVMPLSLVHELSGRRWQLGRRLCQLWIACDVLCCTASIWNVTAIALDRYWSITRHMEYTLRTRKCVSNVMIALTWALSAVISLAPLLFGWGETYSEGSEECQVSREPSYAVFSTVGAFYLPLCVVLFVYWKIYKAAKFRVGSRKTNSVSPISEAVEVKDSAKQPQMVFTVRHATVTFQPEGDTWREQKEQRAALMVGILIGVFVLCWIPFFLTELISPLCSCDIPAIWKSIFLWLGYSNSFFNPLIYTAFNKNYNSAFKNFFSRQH
MOR-DOR inv ag = inverse agonist of human OPRM1-OPRD1 heterodimerization | inhibition, % at 9.3 µM | hit rate 0.21% among 340,000 | AID 504357 | cell-based MOR-DOR heterodimer luminescence, inverse agonism; in the data active = inhibition above about 22%, passing the limit was not always enough;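 also: 0% = cells with DMSO and 100% = wells without cells with DMSO; values of inactives mirror those of a sister screen read the other way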
Ecoli viability = reduces bacterial viability in AddAB counter-screen | hit rate 0.27% among 330,000 | E. coli V3065 growth, OD600 absorbance, 18 h | inhibition, % at 11.9 µM | AID 449728;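 active = inhibition above the campaign's mean inhibition across all tested compounds plus 3 SD, cut at about 9.9% in these data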;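 also: uninfected addAB+ strain grown without phage in ampicillin broth; 0% = DMSO wells and 100% = ciprofloxacin 0.95 µg/ml wells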
MOR-DOR ag = OPRM1-OPRD1 heterodimerization agonism; P35372+P41143; hit rate 0.3% among 340,000; AID 504326; cells, luminescence; activation, % at 9.3 µM; in the data active = activation above about 18%;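 also: 0% = vehicle-treated cells and 100% = reference agonist; values of inactives mirror those of a sister screen read the other way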
Tat export inh = inhibitors of E. coli Tat protein transport | hit rate 0.036% among 340,000 | inhibition, % at 10 µM | AID 488895 | E. coli MC4100 TorA-mCherry Tat export, fluorescence;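 active = mean replicate inhibition at least 50% and at least half of replicates individually reaching 50%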;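 also: exported cargo escapes ClpAP degradation while cytoplasmic cargo is degraded and loses fluorescence; 0% = median of neutral control wells and 100% = median of NaSCN control wells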
PKA-R2B activ = activates the human PKA-R2B holoenzyme complex. P22694+P31323. PKA-R2B holoenzyme dissociation, Cy5-IP20 fluorescence polarization; R2B truncated from residue 108, S112A mutant; 0% DMSO only, 100% 113 µM cGMP. activation, % at 11.4 µM. hit rate 0.079% among 340,000. AID 504700;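 active = activation above a cutoff set at the mean over all compounds plus 3 SD, cut at about 18% in these data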;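 also: higher means more holoenzyme dissociation and a rise in polarization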
Target sequence (P31323 whole entry, looked up, other chains not shown, the tested form may be a part): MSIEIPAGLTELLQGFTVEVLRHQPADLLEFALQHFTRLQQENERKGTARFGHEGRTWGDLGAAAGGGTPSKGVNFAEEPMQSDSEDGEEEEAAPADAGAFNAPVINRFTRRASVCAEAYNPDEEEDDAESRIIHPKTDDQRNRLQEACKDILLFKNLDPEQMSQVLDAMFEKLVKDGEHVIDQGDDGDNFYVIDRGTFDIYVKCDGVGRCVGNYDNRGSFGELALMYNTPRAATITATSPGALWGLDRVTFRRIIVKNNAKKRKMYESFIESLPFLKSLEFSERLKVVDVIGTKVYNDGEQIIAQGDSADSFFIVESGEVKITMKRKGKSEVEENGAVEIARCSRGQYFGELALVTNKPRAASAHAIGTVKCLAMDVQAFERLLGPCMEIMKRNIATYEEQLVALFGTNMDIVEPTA
PKA-R1A act = activators of PKA-R1A complex; P00514+P68181; PKA-R1A dissociation, Cy5-IP20 fluorescence polarization; scaled: DMSO 0%, 113 µM cGMP 100%; activation, % at 11.4 µM; hit rate 0.083% among 340,000; AID 504707;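 active = percent activation above the mean of all tested compounds plus 3 SD, cut at about 19% in these data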;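 also: higher means more PKAc released from R1A so a rise in polarization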
SUMO Mot1 rescue = blocks SUMOylation pathway, rescuing yeast Mot1-301 growth; S. cerevisiae Mot1-301 growth rescue, ATP luminescence, 38.5C; percent above DMSO median, 100 means doubled; hit rate 1% among 320,000; growth rescue, % at 18.8 µM;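 active = every valid replicate shows activation above 250% relative to neutral control wells; inactive = the rest, any valid replicate at or below 250%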;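 also: OY570 slx delta 5 strain wells were the positive control but not used for scaling; some compounds called inactive have numbers as strong as hits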
AddAB inh = less growth of phage-infected E. coli with AddAB. inhibition, % at 11.9 µM. E. coli expressing H. pylori AddAB, absorbance growth. hit rate 0.29% among 330,000; in the data active = inhibition above about 12%;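 also: 0% = vehicle wells of infected cells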
phage Ecoli inh = E. coli growth loss with phage present; growth absorbance; inhibition, % at 11.9 µM; hit rate 0.26% among 360,000; AID 651602; in the data active = inhibition above about 11%
PfHsp90 yeast 2 = reduces growth (ATP signal) of yeast expressing P. falciparum Hsp90 | S. cerevisiae expressing PfHsp90, BacTiter-Glo ATP, 48 h; yeast lacking PDR1 and PDR3 efflux regulators | inhibition, % at 9.4 µM | hit rate 0.32% among 310,000;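 active = every replicate shows inhibition above about 80%, whatever the replicate mean, limit read from the data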;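 also: 0% = DMSO neutral controls and 100% = 20 µM radicicol positive controls; yeast relying on Plasmodium falciparum Hsp90 in place of its own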
The depositor's hits bear a star; / = no result given; & = joins results of further samples.

| compound | HTR5A inv ag | MOR-DOR inv ag | Ecoli viability | MOR-DOR ag | Tat export inh | PKA-R2B activ | PKA-R1A act | SUMO Mot1 rescue | AddAB inh | phage Ecoli inh | PfHsp90 yeast 2 |
| --- | --- | --- | --- | --- | --- | --- | --- | --- | --- | --- | --- |
| Cc1cccc(NC2=C(NC(=O)c3ccccc3)C(=O)c3ccccc3C2=O)c1 | 14 | -48 | -1.9 | 8.0 | -9 | -10 | -10 | 13 | 1.5 | 4.3 | -55 |
| CC(C)C(NC(=O)OCc1ccccc1)C(=O)NCc1ccc(C(=O)O)cc1 (stereo unspecified) | 14 | 10 | 0.2 | -1.9 | -1 | 1 | -11 | 103 | 1.9 | 1.1 | 27 |
| CCOC(=O)COn1c(=O)c(-c2cc3ccccc3o2)[n+]([O-])c2ccccc21 | 0 | -19 | -0.8 | 3.5 | -2 | -7 | -4 | 2 | 1.9 | 2.9 | / |
| O=C1C2CCCN2C(c2ccc(F)c(F)c2)N1c1cccc(Cl)c1 (stereo unspecified) | 23 | 8 | 1.2 | -1.6 | -7 | -1 | 4 | 5 | 2.4 | 0.3 | 20 |
| CC(C)c1ccc(N(CC(=O)N2CCN(Cc3ccccc3)CC2)S(C)(=O)=O)cc1 | 12 | -7 | 1.3 | 1.5 | 6 | -11 | -3 | 186 | 4.9 | -0.1 | -10 |
| O=[N+]([O-])c1cccc(/C=N\N2CCN(c3ccc(Cl)cc3)CC2)c1 | 2 | 3 | 1.1 | -0.6 | -2 | -1 | 2 | -7 | 2.2 | 2.6 | 9 |
| CNC(=O)CC1C(=O)N(c2ccc(Cl)cc2)C(=S)N1NC(=O)c1cccc(F)c1 (stereo unspecified) | -13 | 14 | -2.4 | -2.9 | 2 | -5 | -1 | -5 | -3.4 | 1.7 | 1 |
| CN(CCO)c1ccc(/C=N/Nc2nncc3ccccc23)cc1 | -9 | 10 | 0.7 | -1.7 | 14 | -2 | 2 | 21 | 0.6 | 4.9 | -3 |
| Cc1ccc(CNC(=O)c2cc(=O)c3ccccc3o2)cc1 | -4 | 11 | -0.1 | -2.2 | 2 | -1 | 10 | 109 | 2.4 | 1.2 | -19 |
| CC1(C)CC2CC(C)(CN2CC(O)c2ccccc2)C1 (stereo unspecified) | -6 | -2 | -2.8 | 0.3 | -6 | -11 | -7 | -7 | -0.5 | 1.1 | 6 |
| CC(C)(C)CC(=O)N1CCN(Cc2ccc3c(c2)OCO3)CC1 | -10 | 5 | -0.5 | -1.1 | -15 | -11 | 4 | 2 | 0.1 | 1.5 | 20 |
| CCOc1ccccc1C(=O)N(Cc1ccco1)C1CCS(=O)(=O)C1 (stereo unspecified) | -6 | -2 | 1.3 | 0.4 | 1 | 0 | -4 | -16 | 0.3 | 4.4 | 13 |
| O=C(NCCOc1ccccc1Cl)c1ccc2c(c1)S(=O)(=O)c1cc(Cl)ccc1C2=O | 8 | -17 | 0.3 | 3.0 | -13 | -1 | 5 | -11 | 3.4 | 1.5 | 17 |
| O=C1[C@@H]2Cc3c([nH]c4ccccc34)C(c3ccc([N+](=O)[O-])cc3)N2C(=O)CN1C1CC1 (stereo partly specified) | 11 | 12 | -0.8 | -2.5 | 0 | -2 | -6 | 31 | -2.5 | -0.2 | -3 |
| Cc1cccc(N2CC(C(=O)Nc3ccc(S(=O)(=O)NCC4CCCO4)cc3)CC2=O)c1C (stereo unspecified) | -7 | 11 | -2.8 | -1.8 | -5 | -9 | -8 | -2 | 1.2 | -1.1 | -17 |
| Fc1ccc(Sc2cc(Cl)c(-c3ccccc3)nn2)cc1 | -5 | 5 | 0.6 | -1.3 | -2 | -5 | -10 | -9 | 3.8 | -1.9 | -25 |
| O=C1Cc2cc(S(=O)(=O)Nc3cccc(F)c3)ccc2N1 | -9 | 13 | 0.2 | -2.5 | 3 | -3 | 0 | 2 | 0.6 | 3.0 | 14 |
| COc1cccc2sc(N3CCN(C(=O)C4COc5ccccc5O4)CC3)nc12 (stereo unspecified) | -5 | -11 | 0.1 | 1.6 | 9 | 1 | -9 | -16 | 1.9 | 5.0 | 22 |
| Nc1cc(C(=O)OCC(=O)Nc2ccc(N3CCOCC3)cc2)ccc1Cl | -6 | 5 | -0.5 | -1.1 | 6 | -2 | -12 | 0 | 0.6 | 1.2 | 6 |
| Cc1ccc(S(=O)(=O)N2CCN(C(=O)N3CCOCC3)C2C(C)C)cc1 (stereo unspecified) | 29 | 7 | -1.2 | -1.4 | -4 | 10 | 6 | 18 | 2.1 | 3.4 | 29 |
| C=CCOC(=O)c1ccccc1C(=O)OCC1CO1 (stereo unspecified) | -8 | 16 | / | -3.2 | -1 | -8 | -15 | / | / | 3.8 | 3 |
| O=C(O)C1=C[C@@H](c2ccc3c(c2)OCO3)C[C@@H](OCc2ccc(CO)cc2)O1 | 11 | 14 | 0.3 | -2.6 | -9 | -11 | 7 | 19 | 2.1 | 1.4 | 7 |
| Cc1ccc(NS(=O)(=O)c2ccc3c(c2)NC(=O)C(C)C(=O)N3)c(Cl)c1 (stereo unspecified) | -31 | -11 | -1.1 | 2.0 | 0 | 6 | -10 | -26 | 1.2 | 1.8 | 4 |
| COc1cc(NC(=O)C2CCN(S(=O)(=O)c3cnc[nH]3)CC2)cc(OC)c1OC | 8 | 16 | -1.1 | -2.8 | -4 | -9 | 0 | 5 | -0.8 | 0.8 | -2 |
| O=C(CSc1ccccc1)Nc1ccccc1N1CCOCC1 | -18 | 10 | -1.9 | -1.6 | -18 | -1 | 1 | -15 | -2.1 | 0.9 | -4 |
| CC(C)C(=O)N1CCN(c2nc3ccc(Cl)cc3s2)CC1 | 11 | 9 | 1.0 | -1.7 | -1 | -12 | -6 | -7 | 2.7 | 3.0 | -4 |
| O=C(CN(c1ccc(F)cc1)S(=O)(=O)c1ccc2c(c1)OCCO2)Nc1cccnc1 | 4 | 3 | -1.4 | -0.8 | -4 | 7 | -6 | 147 | 2.0 | 1.0 | -7 |
| CC(C)C1CC(=O)NC(SCC(=O)Nc2ccc(Br)cc2)=C1C#N (stereo unspecified) | 14 | -10 | 3.4 | 2.5 | 0 | 3 | 7 | -11 | 3.0 | -0.6 | 22 |
| COc1ccc(-c2nc3ccccc3c(=O)n2CC(C)C)cc1 | -4 | 8 | 1.8 | -1.7 | 4 | -6 | 2 | 49 | 0.9 | 2.0 | -1 |
| CCN(c1ccccc1)S(=O)(=O)c1ccc(Cl)c(NC(=O)CN2CCN(C)CC2)c1 | -5 | 4 | 0.0 | -0.9 | -5 | 1 | 6 | -19 | 2.1 | 5.5 | -4 |
| O=C(Nc1ccc(NC(=O)C2CCCN2C(=O)OCc2ccccc2)cc1)c1ccco1 (stereo unspecified) | -12 | 3 | -2.2 | -0.7 | -5 | 15 | 4 | -23 | 4.8 | 0.9 | 13 |
| Cc1ccc[n+](C(C)C(=O)Nc2ccc(C)c(C)c2)c1 (stereo unspecified) | 3 | 18 | 1.8 | -3.7 | 5 | 12 | -8 | -6 | 0.3 | 2.6 | 5 |
| CN1C(=O)/C(=C/c2ccc(C(=O)NC3CCCC3)cc2)Oc2ccccc21 | 15 | 7 | 2.3 | -1.4 | 1 | 0 | -2 | 4 | 0.3 | 2.2 | -5 |
| CN1CCN(CC(=O)Nc2ccccc2C(F)(F)F)CC1 | -10 | 11 | -0.9 | -2.2 | 4 | -9 | -2 | 5 | -1.7 | -3.9 | -10 |
| O=C(Nc1ccnn1C1CCN(CCCc2ccccc2)CC1)c1ccccc1Cl | -2 | 8 | -0.2 | -1.6 | 2 | -2 | -5 | 1 | 1.6 | 0.0 | -1 |
| Cc1nn(CC(=O)Nc2ccc(C#N)cc2)c(C)c1[N+](=O)[O-] | -1 | -2 | 0.2 | 0.4 | 1 | -7 | 1 | -17 | 1.8 | 2.8 | -20 |
| Cn1c(=O)[nH]c(=O)c2c1nc(NCCCO)n2CCCc1ccccc1 | -2 | 9 | -0.4 | -1.6 | -3 | -2 | -3 | -20 | -0.8 | 4.7 | 6 |
| Cc1cc(O)cc2c1C(c1ccc(F)cc1)CC1(CC(C)(C)NC(=S)N1)O2 (stereo unspecified) | 12 | 21 | 2.9 | -4.2 | -1 | -5 | -8 | -7 | 1.1 | / | -14 |
| CC(C)(CO)NC(=O)CC1C(=O)NCCN1CC(c1ccccc1)c1ccccc1 (stereo unspecified) | 5 | 8 | -0.2 | -1.4 | -3 | -6 | -3 | 2 | -0.8 | 0.7 | -6 |
| CC1(C)Cc2c(C#N)c(SCCO)nc(N3CCOCC3)c2CO1 | 0 | 24 | 0.6 | -5.4 | -8 | 0 | 8 | 11 | 0.7 | 2.0 | 6 |
| Cc1ccc(/C=N/NC(=O)Cn2ccc(C(F)(F)F)n2)o1 | 4 | 6 | -2.2 | -1.2 | -10 | 2 | -11 | -4 | 1.9 | -1.7 | 0 |
| Cc1cccc(CNc2ccc(S(=O)(=O)N3CCCCC3)cc2)c1 | -9 | 4 | 1.1 | -1.0 | 3 | 0 | 6 | -12 | 0.4 | 2.2 | 17 |
| O=C(COc1ccccc1)Nc1ccc(F)cc1 | 21 | 8 | 4.7 | -1.5 | 0 | 1 | -8 | 2 | 8.4 | 2.8 | -7 |
| CC(=O)NCCOc1cccc(OCCNC(C)=O)c1 | -15 | 1 | -1.8 | -0.2 | -3 | -8 | 0 | 68 | 2.8 | 4.2 | -6 |
| CCCN1Cc2cccc(C(=O)NCc3ccc(C)cc3)c2C1=O | 4 | -3 | -0.3 | 0.4 | -3 | -14 | 3 | -1 | -1.2 | 2.2 | 10 |
| O=C(CSc1ccc(Cl)cc1)NCc1ccncc1 | 0 | -3 | -0.7 | 0.6 | -1 | 0 | 10 | 13 | -0.8 | 1.7 | -35 |
| CCCS(=O)(=O)N1CCC(CCOc2ccccc2)(C(=O)OCC)CC1 | -11 | 10 | 1.0 | -2.0 | 7 | -4 | -18 | -8 | 0.3 | 3.9 | -3 |
| CC(C)(C)c1cc(=O)n2c(nc3ccccc32)[nH]1 | -15 | 10 | 0.1 | -2.0 | 0 | 7 | -1 | 14 | 4.0 | 1.1 | / |
| Cc1ccc(S(=O)(=O)c2ccccc2)cc1S(=O)(=O)N1CCOCC1 | -6 | 13 | 2.2 | -2.6 | -7 | -5 | 6 | -19 | 0.9 | 1.5 | 6 |
| COc1ccc(CCc2nnc(CCC(=O)NCCc3ncccc3C)o2)cc1 | -1 | 8 | -1.7 | -1.2 | -5 | -4 | -1 | 11 | -1.8 | 4.9 | 3 |
| O=C(Oc1cccccc1=O)c1ccccc1 | -11 | -13 | -2.1 | 2.0 | 16&2 | -6 | -12 | 116 | -1.9 | -0.1 | -12 |
| CCN(c1ccccc1)S(=O)(=O)c1ccc(OC)c(NC(=O)c2cc(F)c(F)c(F)c2F)c1 | -6 | 17 | -2.3 | -3.6 | 4 | -11 | -13 | 3 | -1.8 | 2.6 | 1 |
| O=C(CNC(=S)N(Cc1ccccc1)Cc1cccnc1)NCc1ccccc1 | 14 | -4 | -0.5 | 0.7 | -8 | -4 | -9 | -28 | -0.8 | 4.3 | / |
